# Screens from PubChem.
# Platelet DG rel: platelet dense granule release activity | inhibition, %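 (compounds screened at 7.5 µM in platelet-rich plasma)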 | human platelet-rich plasma, SFLLRN dense granule ATP release, luminescence | 0.22% of 300,000 active;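 active = mean replicate score, as percent of positive control, at or above 50; inconclusive = mean below 50 but at least one replicate at or above 50; inactive = mean and every replicate below 50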
# IEC-6 cytotox: kills IEC-6 intestinal cells in KLF5 counter-screen. IEC-6 cytotoxicity, luminescence viability. inhibition, % at 5 µM. 0.78% of 290,000 active; in the data active = inhibition above about 22%;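 also: 0% = plate median of test compound wells and 100% = cytotoxic reference compound wells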
# HSF1 activator: increases HSF-1 driven luciferase reporter signal | 1.7% of 300,000 active | AID 504408 | activation, % at 9 µM | NIH3T3-HGL HSF-1 luciferase reporter, MG132, 8 h; 100% = twice DMSO control signal;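 active = mean replicate activation of at least 50% with a set share of replicates each reaching 50%; inconclusive = only one of those two conditions met; inactive = mean below 50% and too few replicates reaching it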;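 also: 0% = median of the neutral control wells and 100% = twice that signal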
# AI-2 QS modul: modulators of Vibrio harveyi AI-2 quorum sensing system; Vibrio harveyi JMH597 AI-2 luminescence/OD600 ratio, 9 h; hits give low values; strain lacks LuxN and CqsS sensors; 0 = neutral-control median; activity change, % at 7.5 µM; 0.4% of 300,000 active; AID 2094; in the data active = activity change below about -75%, passing the limit was not always enough; inconclusive = no clear call, values can overlap the other calls;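 also: luminescence divided by OD600 gain over 9 h not by final OD600 alone; inactives centre near 13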
# HDAC3 inhib: human HDAC3 inhibition. O15379. recombinant HDAC3, fluorogenic peptide/trypsin coupled, fluorescence. inhibition, % at 8.3 µM. 0.15% of 320,000 active; in the data active = inhibition above about 26%, passing the limit was not always enough; inconclusive = no clear call, values can overlap the other calls
# Target sequence (O15379 whole entry, looked up): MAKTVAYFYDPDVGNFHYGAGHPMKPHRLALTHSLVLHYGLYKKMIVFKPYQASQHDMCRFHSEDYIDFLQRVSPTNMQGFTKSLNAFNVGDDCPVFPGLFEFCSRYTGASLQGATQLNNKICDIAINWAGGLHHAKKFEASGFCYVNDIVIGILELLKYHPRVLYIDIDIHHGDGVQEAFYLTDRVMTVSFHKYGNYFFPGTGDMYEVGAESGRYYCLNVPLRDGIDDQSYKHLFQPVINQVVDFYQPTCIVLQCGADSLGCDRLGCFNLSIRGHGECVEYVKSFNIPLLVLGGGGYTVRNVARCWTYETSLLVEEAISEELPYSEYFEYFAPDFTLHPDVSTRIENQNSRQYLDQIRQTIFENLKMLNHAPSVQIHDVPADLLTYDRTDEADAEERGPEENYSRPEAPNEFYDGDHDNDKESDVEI
# aSyn UTR inh: MLPCN primary screen, SNCA 5' untranslated region; inhibition, % (tested at 7.5 µM); 0.82% of 300,000 active; alpha-synuclein 5'UTR reporter, inhibitor activity; in the data active = inhibition above about 60%; inconclusive = no clear call, values can overlap the other calls;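 also: H4 neuroglioblastoma cells stably carrying SNCA 5'UTR luciferase fusion; 0% = DMSO wells and 100% = positive control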
# HSF1 inh: HSF1 inhibition | NIH3T3-HGL HSE-luciferase, MG132-induced, luminescence 8 h; hits give low values | activity change, negative = inhibition, % at 7.5 µM (by protocol) | 0.77% of 300,000 active | AID 2098;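 active = more than half of replicate wells show activity change below -50%, luminescence cut by over half; inconclusive = some wells, but at most half, below -50%; inactive = no replicate well below -50%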;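 also: luciferase reports HSF-1 transcriptional activity via heat shock element; 0% = median of DMSO wells and -100% = zero luminescence signal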
# HIF activator: HIF pathway transcriptional activation | U2OS HRE-luciferase reporter, luminescence; normalized: DMSO 0%, desferrioxamine 100% | activation, % at 7.5 µM (by protocol) | 0.32% of 300,000 active;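 active = mean activation of at least 10% of the iron chelator positive control signal, with at least half of replicates also reaching 10%; inconclusive = mean and replicate majority disagree about reaching 10%; inactive = mean and most replicates under 10%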
# KLF5 inhibitor: inhibitors of KLF5 expression. inhibition, % at 5 µM. 0.23% of 290,000 active. DLD-1 KLF5 promoter-luciferase reporter, luminescence;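 active = inhibition above a per-plate limit of that plate's mean compound inhibition plus 3 SD, cut at about 60% in these data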;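 also: 0% = DMSO wells and 100% = LY294002 at 200 µM; higher means less KLF5 promoter-driven luciferase light; inactives centre near -14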
# HSP90 refold inh: blocks HSP90-mediated luciferase refolding in reticulocyte lysate | inhibition, % at 5.6 µM | 0.91% of 290,000 active | Rabbit reticulocyte lysate, luciferase refolding luminescence, 3 h;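 active = inhibition above the screen-wide mean plus 3 SD, computed separately per campaign, cut at about 16% in these data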;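 also: 0% = DMSO wells and 100% = 60 µM geldanamycin wells; inhibitors lower the luminescence because luciferase stays unfolded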
# Numbers without * were called inactive; ? = inconclusive; . = no result given.
SMILES,Platelet DG rel,IEC-6 cytotox,HSF1 activator,AI-2 QS modul,HDAC3 inhib,aSyn UTR inh,HSF1 inh,HIF activator,KLF5 inhibitor,HSP90 refold inh
O=S(=O)(c1ccccc1)N(Cc1ccccc1)c1ccccn1,4,-2,2,-7,-5,12,-5,0.1,-4,1
CC(C)Nc1nc(SCC(N)=O)nc(N2CCOCC2)n1,8,2,-17,10,-4,-4,-8,0.0,-23,5
Cc1ccc(S(=O)(=O)N(CC(=O)NCCC2=CCCCC2)Cc2ccccc2)cc1,-1,3,15,-2,9,13,2,-0.1,0,7
O=C(OCc1ccccc1)C1=[N+]([O-])OC(C(=O)OCc2ccccc2)C1c1c[nH]c2ccccc12 (centres undefined),.,4,.,.,-7,.,.,.,-34,0
COc1ccc(-c2csc3ncn(Cc4ccccc4)c(=O)c23)cc1,-1,4,3,8,4,14,-7,0.1,-10,-1
COc1ccc(OC)c(/C=C/C(=O)N2C(=O)c3cccc(N)c3C2=O)c1,10,0,86*,20,-10,-35,83,0.5,5,-2
O=C(CCCn1c(=O)[nH]c2cc(Cl)ccc2c1=O)NCCCN1CCCC1,-3,-4,-7,13,1,-1,-11,0.4,-37,-4
Cc1cccc(C(C)(C)C)c1OCCn1ccnc1,7,13,-27,13,2,30,-6,-0.9,10,3
Cc1ccc(C(=O)Nc2ccc(OCc3ccccc3)cc2)s1,-2,11,40,14,-3,-107,11,3.9,-27,-2
O=S(=O)(c1ccc(Cl)cc1)n1ccc2cccnc21,2,7,-3,14,-7,-1,5,-0.5,16,1
CCOC(=O)C1CCN(CC(O)COCc2cccs2)CC1 (centres undefined),-2,-4,7,16,-2,9,-4,-0.1,-18,0
CCOC(=O)Nc1ccc2c(c1)N(C(=O)CN(C)C)c1ccccc1CC2,-2,2,-6,6,0,-9,0,-0.3,-72,5
O=C(c1ccc(F)cc1)C1CCN(C(=O)NC2CCCCC2)CC1,4,2,-4,3,-3,5,-8,-0.7,-9,3
CCOc1cc(NC(=S)NCCCN2CCOCC2)c(OCC)cc1NC(=O)C1CCCCC1,2,8,4,1,-1,-11,-4,-0.5,-22,3
O=c1c(-c2ccco2)[n+]([O-])c2ccccc2n1OCc1ccccc1F,3,2,13,5,-1,-24,2,-0.1,17,2
O=C(c1ccc2nccnc2c1)N1CCCC(N2CCN(c3ccc(F)cc3)CC2)C1 (centres undefined),-18,2,3,19,1,-17,1,0.9,-27,-3
COc1ccc(NC(=O)C2OCCc3ccccc32)c(OC)c1 (centres undefined),-28,14,0,24,-3,10,-1,-0.4,-9,0
Cc1ccc(-c2nnnn2-c2ccccc2C(=O)O)cc1,9,.,-2,11,-3,-5,-1,1.0,.,.
Fc1cccc(Nc2ncnc3c2cnn3-c2ccccc2)c1,-13,.,53*,8,8,-173,27,3.7,.,.
Cc1ccc(S(=O)(=O)N2CCC(C(=O)Nc3ccc4c(c3)COC4=O)CC2)cc1,3,2,22,26,3,-5,1,0.3,-15,-2
CC(=O)N1CCOc2ccc(S(=O)(=O)N3CCCCC3)cc21,-61,-9,-27,15,-5,-250,-13,2.5,-6,-1
CCC(=O)Nc1cc(C)c(NC(=O)C23CC4CC(CC(C4)C2)C3)cn1,-8,1,-4,3,4,-2,-2,0.6,-10,0
N#Cc1ccc(S(=O)(=O)NC2CCN(Cc3ccccc3)CC2)cc1,-14,-3,-9,5,-9,-11,-1,-0.1,-1,6
CC(C)CCN1CCN(Cc2ccc(Oc3ncccn3)cc2)CC1CCO (centres undefined),5,-2,-15,13,5,-18,-6,-0.1,-12,-4
COc1ccc(OC)c(CN2CCN(CCCc3ccccc3)C(CCO)C2)c1 (centres undefined),-4,-1,-12,2,2,0,-13,0.6,-15,0
COc1cc(NC(=O)C2CCCN2S(=O)(=O)c2cccc3cccnc23)cc(OC)c1OC (centres undefined),-9,0,-6,16,-5,-12,-1,.,-5,-6
COc1ccccc1NC(=O)CCN1C(=O)/C(=C/c2cc(OC)c(OC)c(OC)c2)SC1=S,-6,2,-23,27,-3,-5,-2,-2.1,-18,-1
CC12CC3CC(C)(C1)CC(C(=O)NNC(=O)c1ccncc1)(C3)C2,-5,7,10,13,-6,7,-2,-0.4,-5,0
Cn1c(=O)oc2cc(S(=O)(=O)NC3CCN(Cc4ccccc4)CC3)ccc21,52*,-8,-6,34,-1,27,-10,0.2,-3,-5
N/C(=N\N=C\c1ccc([N+](=O)[O-])cc1)c1nonc1N,33,-5,34,6,-5,-154,7,1.1,-109,0

# Arranged by value in HSF1 inh (descending): three of the compounds above
Compound | HSF1 inh
COc1ccc(NC(=O)C2OCCc3ccccc32)c(OC)c1 (centres undefined) | -1
CCC(=O)Nc1cc(C)c(NC(=O)C23CC4CC(CC(C4)C2)C3)cn1 | -2
CC(C)CCN1CCN(Cc2ccc(Oc3ncccn3)cc2)CC1CCO (centres undefined) | -6

# New compounds follow:
SMILES,Platelet DG rel,IEC-6 cytotox,HSF1 activator,AI-2 QS modul,HDAC3 inhib,aSyn UTR inh,HSF1 inh,HIF activator,KLF5 inhibitor,HSP90 refold inh
Cc1ccccc1OCC(=O)OC1CCN(C)CC1,1,2,-3,22,-2,-1,-3,0.0,-42,2
COC(=O)c1cccc(C(=O)Nc2cnc3ccccc3c2)n1,.,2,.,14,0,.,.,.,-59,-3
Fc1ccc(-c2onc3ccc(C4OCCO4)cc23)cc1,1,-2,29,-15,5,-23,5,0.3,-14,1
NC1=NC(=O)C2(COC(c3ccccc3Cl)OC2)S1 (centres undefined),-2,7,-16,20,-2,18,-9,-0.7,-1,1
CCC(NC(=O)c1cc(COc2ccc(F)c(F)c2)on1)c1ccncc1 (centres undefined),-4,0,43,14,.,-78,8,0.6,-25,2
Clc1ccc(C2CC(c3cccs3)n3ncnc3N2)cc1 (centres undefined),4,5,-10,-5,0,7,-7,-0.4,-8,1
CCN(CC)S(=O)(=O)c1ccc2oc(C(=O)N3CCc4ccccc4C3)c(C)c2c1,5,-4,-9,13,1,2,-5,-0.4,-7,-2
O=C(Nc1cccc(Cl)c1)N1CCCCCC1,6,3,0,15,-2,-50,3,-1.4,-29,-2
O=C(N/N=C\c1cc([N+](=O)[O-])ccc1N1CCCC1)c1ccccn1,2,-4,1,10,4,-2,-3,-0.3,-11,1
COc1ccc(NC2CC(=O)N(C(C)C)C2=O)cc1 (centres undefined),3,-1,.,14,5,-150,.,1.2,-13,1
O=c1cc(N2CCCCC2)c(-c2ccccc2)nn1Cc1cccc(F)c1,1,4,18,26,3,-11,0,-0.6,-7,6
Cc1cccc(N(Cc2ccccc2)C(=O)CSC(C)C(=O)Nc2cc(C)on2)c1 (centres undefined),-4,.,4,5,-3,25,1,1.7,.,.
N/C(=N\OC(=O)c1ccc2ccccc2c1)c1ccc(Br)cc1,-1,5,22,35,.,-103,5,-0.5,-22,1
CCCCCCCN1C=CC(=O)CC1,-6,.,-6,30,-2,-17,6,0.0,.,.
O=C(OCC(=O)N1CCCC1)c1ccc(NS(=O)(=O)c2cccs2)cc1O,3,1,9,?,3,10,-4,0.2,-24,3
Nc1ccc(O)c2c1C(=O)c1ccccc1C2=O,4,-5,26,31,-6,-18,19,0.0,-30,2
COc1cccc2cc(C(=O)NC(C)C3CCCO3)c(=O)oc12 (centres undefined),-9,-4,14,13,19,-50,9,1.6,2,4
O=C(COC(=O)c1ccccc1F)Nc1cc(S(=O)(=O)N2CCOCC2)ccc1N1CCCC1,24,2,2,18,-3,-7,-2,-1.7,-3,4
COc1ccc(C(=O)NCC(c2ccco2)N2CCc3ccccc32)cc1 (centres undefined),.,.,-3,16,-2,22,-5,0.6,.,.
Cc1c(C(=O)N(C)CC(=O)Nc2cccc(F)c2)oc2c(Cl)cccc12,-26,.,23,26,5,-7,8,-0.2,.,.
Cc1snc(S(=O)(=O)/C(C#N)=N/Nc2ccc(C(F)(F)F)cc2)c1C#N,-1,4,43,19,7,20,5,0.5,-7,-3
CCOC(=O)Cn1c(=O)n(C2CCCC2)c(=O)c2ccccc21,0,-2,9,-9,5,6,10,0.1,5,-3
CN(C(=O)COC(=O)c1cc([N+](=O)[O-])ccc1N1CCCC1)C1CCS(=O)(=O)C1 (centres undefined),-4,-2,-1,21,4,7,-5,-0.8,1,-1
CC(NC(=O)c1ccccc1F)c1ccccc1 (centres undefined),-7,-4,-10,22,3,-2,-4,0.2,-16,1
CCc1cc(CNC(=O)c2ccc(OC3CCN(CCc4ccccc4)CC3)cc2)on1,1,-4,-6,14,-1,6,-10,-0.6,-67,-2
CC(=O)c1ccc(NC(=O)CSc2nnc(NC(=O)CN3CCOCC3)s2)cc1,2,6,16,32,.,-13,5,0.5,-7,2
COc1cc(C(=O)NC2=NCCS2)ccc1OCc1c(C)noc1C,-7,-8,?,-2,-9,8,22,0.7,-5,-1
Cc1nc2c(C)cccc2c(SC(=N)N)c1CC=C(Cl)Cl,-36,2,-4,19,1,22,-6,-1.3,-16,3
O=C(O)c1cnc(-c2ccccc2)nc1Sc1cccc(Cl)c1,-7,4,-8,50,-8,-55,-13,1.0,-4,0
O=C(O)c1cc(-c2cccc(Cl)c2)nc2nc(N3CCCCC3)sc12,-1,-4,19,24,-28,-4,-5,-0.2,-28,9
CC(CN1CCN(C)CC1)OC(=O)c1ccc(Cl)cc1Cl (centres undefined),-8,2,11,5,7,-15,7,0.2,-28,-4
COc1cccc(/C=C(/C#N)c2ccc(F)cc2)c1OCc1cccc(C(=O)O)c1,-4,-2,14,39,6,-5,3,0.8,-6,2
CCc1nnc(NC(=O)C(C)Sc2ccccc2)s1 (centres undefined),1,1,9,3,.,-8,-3,0.3,-30,3
Cc1ccc(NS(=O)(=O)c2ccc(OCC(=O)NCC3CCCO3)cc2)cc1 (centres undefined),-5,-5,.,26,-5,19,.,0.0,13,-2
Cc1cccc(OCc2nnc(SCC(=O)NCC3CCCO3)n2C)c1 (centres undefined),-8,-1,-5,13,-5,-21,0,-0.2,-33,-4
CCOC(=O)C1=C(COC(=O)c2ccccc2OC(F)F)NC(=O)NC1C (centres undefined),5,.,3,8,0,9,-3,-0.9,.,.
CCCN(C(=O)CSc1nc2c(cnn2-c2ccccc2)c(=O)[nH]1)C1CCS(=O)(=O)C1 (centres undefined),-3,-1,6,1,5,-1,-2,1.5,-9,2
COC(=O)c1sccc1NC(=S)N1CCN(c2cc(C)ccc2C)CC1,-7,-4,24,0,1,12,-1,0.9,-17,-2
Cc1cccc(OCC(=O)N2CCN(c3nnc(-c4ccccc4)c4ccccc34)CC2)c1,-2,1,17,13,3,4,6,-0.4,-16,1
COCCN(C(=O)COC(=O)CCC(=O)c1cccs1)c1c(N)n(Cc2ccccc2)c(=O)[nH]c1=O,17,.,-10,1,-1,11,-8,-0.4,.,.
Cc1ccc(S(=O)(=O)N(CC(=O)NCc2ccc(F)cc2)C(=O)N2CCN(C)CC2)cc1,.,.,-15,24,0,9,-3,-1.7,.,.
CCC(C)(C)NC(=O)CN(C(=O)c1snc(C(N)=O)c1N)c1ccc2nc(C)sc2c1,7,7,1,21,4,-24,-11,0.3,17,2
CCOC(=O)C1CCN(C(=O)COC(=O)c2cc(-c3cccs3)nn2-c2ccccc2)CC1,3,.,-7,9,2,4,1,-1.8,.,.
